Source: PubChem
procasp3 activ – procaspase-3 (human) activation; P42574; recombinant procaspase-3 D3A, Ac-DEVD-pNA absorbance 405 nm; activation, % at 8.5 µM; actives 0.11% (n = 330,000); AID 463141;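 active = activation above the mean of all tested compounds plus 3 SD, cut at about 21% in these data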;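 also: 0% = DMSO alone and 100% = DMSO wells spiked with extra 5 µM PC-3 D3A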
Target sequence (P42574 whole entry D9A/D28A/D175A): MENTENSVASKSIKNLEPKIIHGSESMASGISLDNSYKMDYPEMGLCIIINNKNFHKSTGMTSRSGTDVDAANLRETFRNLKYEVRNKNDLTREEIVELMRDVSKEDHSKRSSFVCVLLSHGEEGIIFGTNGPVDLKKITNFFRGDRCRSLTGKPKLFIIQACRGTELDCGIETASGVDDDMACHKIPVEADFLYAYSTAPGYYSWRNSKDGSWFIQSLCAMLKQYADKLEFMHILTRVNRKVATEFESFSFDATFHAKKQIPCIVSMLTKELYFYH
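Test system: Procaspase-3 D3A mutant; medium: Zinc-free HEPES/NaCl buffer with 0.01% Triton X-100 at pH 7.4; reagent: DEVD-pNA substrate; doses: one concentration, 8.5 µM nominal, 0.8% DMSO; times: 1 h preincubation plus 2 h reaction at 25 °C; signal: Epi-absorbance at 405 nm of released p-nitroaniline, 0 and 120 min; replicates: singlicate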
proCasp7 act – counter-screen for procaspase-3 activators: activators of human procaspase-7 | actives 0.093% (n = 330,000) | recombinant procaspase-7, Ac-DEVD-pNA absorbance 405 nm; D23A/D198A/D206A triple mutant, cannot self-cleave; scale: DMSO 0, 5 µM enzyme 100 | P55210 | activation, % at 8.5 µM;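 active = percent activation above the screen-wide mean plus 3 SD, cut at about 25% in these data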
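Test system: Procaspase-7 triple mutant (PC-7 D3A). Also added: Ac-DEVD-pNA substrate, 400 µM as added. Schedule: 1 h enzyme–compound preincubation and 2 h substrate reaction, both 25 °C. Signal: p-Nitroaniline absorbance at 405 nm, read at 0 and 120 min. Control set: low DMSO alone, high DMSO plus 5 µM PC-7.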
CIT2-GFP yeast – alters CIT2-GFP fluorescence in TOR pathway yeast screen | AID 2029 | S. cerevisiae CIT2-GFP strain, flow cytometry, 3 h; 100 means same as DMSO wells | actives 0.065% (n = 320,000) | GFP response vs DMSO, % at 10 µM;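 active = GFP response relative to DMSO above a set limit, near the screen mean plus 3 SD, cut at about 150% in these data; inconclusive = Fewer than 70 cells measured for a yeast strain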;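 also: ratio of well median GFP fluorescence to mean of DMSO wells on the plate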
MEP2-GFP yeast – modulators of TOR pathway MEP2-GFP in S. cerevisiae | S. cerevisiae MEP2-GFP strain, flow cytometry GFP, 3 h; 100% = DMSO control level | GFP response vs DMSO, % at 10 µM | actives 0.51% (n = 330,000);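 active = GFP response versus DMSO above a set limit, roughly screen mean plus 3 SD, cut at about 180% in these data; inconclusive = fewer than 70 cells counted for a yeast strain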;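 also: median GFP fluorescence of the barcode-gated MEP2-GFP cells per well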
AGP1-GFP MLPCN – modulators of TOR pathway AGP1-GFP in S. cerevisiae. S. cerevisiae AGP1-GFP multiplex flow cytometry, 3 h; GFP as percent of DMSO wells. GFP response vs DMSO, % at 10 µM. actives 0.02% (n = 320,000). AID 2066;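 active = GFP response relative to DMSO above a set limit, near screen average plus 3 SD, cut at about 150% in these data; inconclusive = fewer than 70 cells counted for the yeast strain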;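 also: median GFP channel fluorescence of the gated AGP1 strain per well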
RPL19A TOR yeast – alters RPL19A-GFP fluorescence in TOR pathway yeast screen; S. cerevisiae RPL19A-GFP strain, flow cytometry, 3 h; stronger effect = lower value; percent response vs DMSO, % at 10 µM; actives 0.3% (n = 330,000); AID 2025;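 active = percent response vs DMSO below 50%; inconclusive = fewer than 70 events counted for the yeast strain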;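 also: median channel GFP fluorescence of the barcoded RPL19A-GFP strain; ratio of sample median GFP to plate DMSO average so 100% = DMSO; lower means less RPL19A-GFP as with rapamycin TOR inhibition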
AHR act – human AHR activation. P35869. AHR-responsive luciferase reporter cells, luminescence. activation, % at 5 µM. actives 2.5% (n = 320,000). AID 2796; in the data active = activation above about 47%;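 also: 0% = vehicle wells and 100% = reference agonist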
Target sequence (P35869 whole entry, looked up): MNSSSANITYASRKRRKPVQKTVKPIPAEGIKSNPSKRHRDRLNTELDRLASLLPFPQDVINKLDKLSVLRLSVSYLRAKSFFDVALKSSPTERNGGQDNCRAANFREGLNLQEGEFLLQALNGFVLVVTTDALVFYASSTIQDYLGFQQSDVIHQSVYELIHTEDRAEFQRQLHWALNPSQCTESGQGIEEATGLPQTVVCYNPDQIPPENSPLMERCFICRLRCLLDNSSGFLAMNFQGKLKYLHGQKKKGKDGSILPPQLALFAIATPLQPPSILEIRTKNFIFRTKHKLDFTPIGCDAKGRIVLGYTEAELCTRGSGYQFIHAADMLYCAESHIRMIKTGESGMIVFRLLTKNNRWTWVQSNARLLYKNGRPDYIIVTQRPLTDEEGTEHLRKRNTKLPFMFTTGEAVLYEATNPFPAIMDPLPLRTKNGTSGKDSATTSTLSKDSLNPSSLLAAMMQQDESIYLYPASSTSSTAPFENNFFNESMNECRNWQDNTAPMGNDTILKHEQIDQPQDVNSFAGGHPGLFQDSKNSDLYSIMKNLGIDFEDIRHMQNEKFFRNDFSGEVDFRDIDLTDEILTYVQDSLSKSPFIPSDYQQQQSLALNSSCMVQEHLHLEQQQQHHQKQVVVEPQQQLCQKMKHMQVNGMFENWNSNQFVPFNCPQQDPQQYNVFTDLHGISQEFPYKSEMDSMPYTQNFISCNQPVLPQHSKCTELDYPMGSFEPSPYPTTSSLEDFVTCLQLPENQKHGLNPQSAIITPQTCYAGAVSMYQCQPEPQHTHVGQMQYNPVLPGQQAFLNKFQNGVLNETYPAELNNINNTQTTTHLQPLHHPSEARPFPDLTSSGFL
LAP4-GFP MLPCN – modulators of TOR pathway LAP4-GFP in S. cerevisiae; S. cerevisiae LAP4-GFP multiplex, flow cytometry GFP, 3 h; median GFP as percent of DMSO wells; GFP response vs DMSO, % at 10 µM; actives 0.34% (n = 320,000); AID 2023;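 active = GFP response vs DMSO above a set limit, about the screen mean plus 3 SD, cut at about 150% in these data; inconclusive = under 70 cell events counted for the yeast strain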
Active calls of the source: *; ? = inconclusive; . = no result given; [ ] = remark or other dose.

SMILES	procasp3 activ	proCasp7 act	CIT2-GFP yeast	MEP2-GFP yeast	AGP1-GFP MLPCN	RPL19A TOR yeast	AHR act	LAP4-GFP MLPCN
COc1cccc(CNc2nnnn2C)c1OC	0	2	101	112	102	100	0	102
COC(=O)c1ccc(NC(=O)CN2CCN(CC#N)CC2)cc1	-1	4	96	102	100	99	-1	91
O=S(=O)(NC1CCCCC1N1CCC(O)CC1)c1ccc(Cl)cc1 (stereo not drawn)	5	17	99	108	91	104	0	100
CCc1ccc(CN(C)Cc2nc(COc3ccccc3)no2)nc1	2	2	96	100	103	99	2	109
O=C(CNC(=O)c1ccc(Br)o1)NCc1ccc(F)cc1	-3	13	98	100	99	100	2	95
Cc1ccc(C(=O)NCCc2ccccc2)cc1N1CCCC1=O	5	2	101	103	102	101	1	92
COC(=O)c1ccc2[nH]ccc2c1	6	-4	70	90	73	97	3	125
O=C(COC(=O)c1cccc(S(=O)(=O)NCc2ccccc2)c1)Nc1ccccc1OC(F)F	6	-2	.	94	97	99	-2	89
COc1ccc(NC(=O)NNC(=O)CCC(=O)Nc2ccccc2Cl)cc1	12	11	108	114	106	101	4	92
O=S1(=O)N=C(Nc2ccc(S(=O)(=O)N3CCCCC3)cc2)c2ccccc21	0	4	96	93	97	98	0	95
Cc1ccc(C(=O)N/C(=C/c2ccco2)C(=O)NCc2ccco2)cc1	-18	-14	88	93	93	94	5	97
COc1cccc(-c2nc(N3CCCCC3)c3ccccc3n2)c1O	-4	6	104	103	93	98	31	95
CC(C)c1ccc(S(=O)(=O)N2CCN(C(=O)c3ccco3)CC2)cc1	1	1	83	95	99	93	2	114
COc1ccc(OC)c(NC(=O)C(CC(=O)O)NCc2ccco2)c1 (stereo not drawn)	6	-1	87	90	92	93	0	.
CC(C)C(=O)N1CCC2(CC1)Oc1ccc(Cl)cc1C(=O)C21CC(c2cccnc2)=NO1 (stereo not drawn)	-1	-3	102	94	89	99	1	129
COc1ccc(C(=O)N2CCNC(=O)C2CC(=O)Nc2ccc(C)cc2)cc1 (stereo not drawn)	15	7	105	100	105	100	-2	101
CCCOc1cccc(C2/C(=C(/O)c3ccc(F)cc3)C(=O)C(=O)N2CCN(C)C)c1 (stereo not drawn)	-1	-3	102	106	106	106	6	114
CCOC(=O)C(NC(=O)Nc1ccc(Cl)cn1)(Oc1ccc(F)cc1)C(F)(F)F (stereo not drawn)	7	-4	111	99	110	103	5	100
Cc1[nH]c(=O)[nH]c(=O)c1S(=O)(=O)N1CCC(C(=O)N2CCN(Cc3ccccc3)CC2)CC1	-9	3	104	108	104	107	2	102
CC(C)CC1NC(=O)c2ccccc2-n2c1nc1cc(F)ccc1c2=O (stereo not drawn)	0	2	102	94	100	92	1	107

3 compounds from above, limited to proCasp7 act and CIT2-GFP yeast.
molecule	proCasp7 act	CIT2-GFP yeast
COC(=O)c1ccc2[nH]ccc2c1	-4	70
O=C(COC(=O)c1cccc(S(=O)(=O)NCc2ccccc2)c1)Nc1ccccc1OC(F)F	-2	.
COc1ccc(NC(=O)NNC(=O)CCC(=O)Nc2ccccc2Cl)cc1	11	108

Later entries:
SMILES	procasp3 activ	proCasp7 act	CIT2-GFP yeast	MEP2-GFP yeast	AGP1-GFP MLPCN	RPL19A TOR yeast	AHR act	LAP4-GFP MLPCN
CC(C)NC(=O)C1COc2ccccc2O1 (stereo not drawn)	3	14	100	99	101	102	-1	97
Cc1nnc(Sc2cc(C(=O)NCCCOC(C)C)c3ccccc3n2)s1	5	2	87	97	99	97	8	102
COc1ccc(N2C(=O)c3ccccc3NC23CCCCC3)cc1	-3	-2	95	101	95	98	3	103
Cc1c(N)c(C(C)(C)C)cc(C(C)(C)C)c1[N+](=O)[O-]	7	-11	100	99	103	106	3	97
CCOC(=O)C(CCCCCOc1ccc([N+](=O)[O-])cc1)C(=O)OCC	4	0	99	104	107	98	3	116
COc1ccc(NC(=O)c2ccc3c(SCC(=O)O)c4c(nc3c2)CCCC4)cc1Cl	-5	2	102	105	92	105	3	102
O=c1[nH]c2cc3c(cc2cc1CN(Cc1cccnc1)C(=S)NCc1ccco1)OCO3	7	-14	87	113	107	100	66*	122
CCOc1ccc(C(=O)Nc2nncs2)cc1OCC	11	12	104	102	99	97	12	89
C/C=C\C(=O)Nc1cccc(C2=NOC3(C2)C[C@@H](C(N)=O)N(C(=O)c2ccccc2)C3)c1 (stereo partly drawn)	0	-7	96	102	100	101	-2	97
Cc1ccsc1C(=O)N1CCCC(C(=O)c2cc(F)ccc2F)C1 (stereo not drawn)	2	5	99	109	100	106	2	94
COc1ccc(CCC(=O)NCC(c2ccco2)N2CCc3ccccc32)cc1 (stereo not drawn)	3	0	103	103	106	98	3	99
COc1ccc(CNC(=O)C(=O)NCC2CCCN2S(=O)(=O)c2cccs2)cc1 (stereo not drawn)	-6	10	97	96	95	95	1	96
c1ccc(CC[C@@H]2CC[C@@H](CCc3ccccc3)N2)cc1	2	6	98	96	96	95	-2	97
CCN1CCCC1CNc1ncnc2c1[nH]c1ccc(Cl)cc12 (stereo not drawn)	1	-1	107	111	112	105	20	109
COc1ccc(S(=O)(=O)N2CCSCC2)cc1	-2	3	101	101	100	99	0	97
COC(/C(=N/O)c1ccc(Cl)cc1)c1ccccc1 (stereo not drawn)	-5	3	107	98	90	104	40	89
CCN(CCCNC(=O)c1[nH]c(C)c(C(C)=O)c1C)c1cccc(C)c1	10	-1	90	90	99	97	1	98
CCOCCc1c(O)nc(SCC)[nH]c1=O	-1	4	92[may fluoresce red]	?	?	?	4	?
O=[N+]([O-])c1cccc(S(=O)(=O)NCCCN2CCOCC2)c1	10	3	95	108	92	99	0	92
COC(=O)c1sc(NC(=O)c2c(C)noc2C)nc1C	5	5	116	103	98	101	2	104
C[C@@]12C(=O)N(c3cccc(F)c3)C(=O)N1[C@H](c1ccc(F)cc1)[C@@H]1C(=O)N(C3CCCCC3)C(=O)[C@@H]12	5	-5	68	98	74	99	10	137
COCCNC(=O)[C@@]1(Cc2ccccc2)C=C[C@@H](C)N1C(C)=O	4	14	96	94	97	98	-1	99
COCCNC(=O)c1ccc(Cn2c(SCC(=O)NCC3CCCO3)nc3ccc(Br)cc3c2=O)cc1 (stereo not drawn)	-11	4	100	100	103	97	1	101
CCN(C(=O)c1cc2c(s1)-c1ccccc1S(=O)(=O)C2)c1cc(OC)ccc1OC	-4	3	88	91	96	94	0	101
O=C(c1ccc(NS(=O)(=O)c2cccc([N+](=O)[O-])c2)cc1)N1CCN(C(=O)c2ccco2)CC1	-8	-8	97	112	110	106	-2	108
Cc1cccc(N(CC(=O)N2CCCC2)S(=O)(=O)c2ccccc2)c1C	6	-5	90	97	89	94	1	94
CCC(CC)c1nnc(NC(=O)c2ccc(N3CCCCC3)c([N+](=O)[O-])c2)s1	4	-1	101	99	99	100	-2	92
Cc1cc(C)c(NC(=S)NC(=O)c2ccc(-c3ccccc3)cc2)c(C)c1	-5	-7	90	93	94	89	1	91
COc1cc(/C=C2\S/C(=N/S(=O)(=O)c3ccccc3)NC2=O)c([N+](=O)[O-])cc1OC	0	-1	99	103	104	100	1	100
COc1ccccc1N1C(=O)CSC1=NC(=O)c1ccccc1	-4	2	.	106	.	102	11	.
COc1ccc(F)cc1C(=O)C1CCCN(Cc2cnc(N3CCCC3)s2)C1 (stereo not drawn)	3	-11	98	104	106	98	0	103
CCOC(=O)c1ccc(NC(=O)NCc2cccnc2)cc1	2	9	87	91	93	97	18	83
Brc1cccc2sc(N3CCN(c4ccccc4)CC3)nc12	-3	-4	85	91	97	99	91*	99
CC(C)CCNC(=O)C1CC(=O)N(C2CCCC2)C1 (stereo not drawn)	5	7	104	95	90	93	0	90
CCN(CC)S(=O)(=O)c1ccc(C(=O)OCn2c(SC)nnc(C)c2=O)cc1	5	-2	97	111	99	95	-1	94
CC1CCN(C(=O)CCNC(=O)c2ccccc2)CC1	6	-2	104	115	104	93	3	107
CCOC(=O)N1CCC(NC(=O)c2cc3c(-c4ccccc4F)nn(C)c3s2)CC1	3	3	95	97	101	97	1	97
CCn1cnc2c(Nc3cc(F)cc(F)c3)nc(C#N)nc21	6	6	104	107	95	96	-1	112
Cc1ccccc1OCc1nnc(SCc2nc3ccccc3c(=O)[nH]2)n1C	0	4	102	96	103	98	4	99
CC(C)CCNC(=O)CCc1nnc(Cc2c[nH]c3ccccc23)o1	3	-1	106	104	102	104	12	96

Single values from the results shown:
proCasp7 act, `CCn1cnc2c(Nc3cc(F)cc(F)c3)nc(C#N)nc21` stands at 6
RPL19A TOR yeast, `Cc1ccccc1OCc1nnc(SCc2nc3ccccc3c(=O)[nH]2)n1C` stands at 98
MEP2-GFP yeast, `Cc1cc(C)c(NC(=S)NC(=O)c2ccc(-c3ccccc3)cc2)c(C)c1` stands at 93

Further compounds
SMILES	procasp3 activ	proCasp7 act	CIT2-GFP yeast	MEP2-GFP yeast	AGP1-GFP MLPCN	RPL19A TOR yeast	AHR act	LAP4-GFP MLPCN
Cc1ccc(S(=O)(=O)n2nc(OC(=O)c3c(F)cccc3Cl)cc2N)cc1	-14	-18	98	93	96	96	13	97
COc1ccccc1-c1nc2n(n1)C(c1ccccc1Cl)C(C(N)=O)=C(C)N2 (stereo not drawn)	9	2	104	99	103	101	0	97
CCc1ccc(N/C(SC)=C(/C#N)C(N)=O)cc1	3	9	90	105	103	95	0	104
Cc1ccc2nc(C)cc(C(=O)OCC(=O)c3ccc(Cl)c([N+](=O)[O-])c3)c2c1	-2	1	102	133	97	104	15	113
Cc1cccc(CCN=C(N)NS(=O)(=O)c2ccccc2)c1	6	2	101	107	102	103	3	97
CCCNS(=O)(=O)c1ccc(CCC(=O)Nc2ccc3c(c2)OCCO3)cc1	0	5	106	110	107	108	7	97
CC(C)C(Sc1nc(-c2ccccc2)cc(-c2ccccc2)c1C#N)C(=O)O (stereo not drawn)	3	2	90	96	101	98	-2	99
CC(C)(C)c1ccc(OCCNC(=S)NC(=O)c2cccnc2)cc1	-4	1	99	103	97	99	6	92
O=C(CSc1ncn[nH]1)Nc1ccc(S(=O)(=O)N2CCCC2)cc1	5	-7	114	97	103	97	2	102
Cc1ccc(-c2nc3cnccn3c2Nc2ccc3c(c2)OCO3)o1	-9	-14	86	96	91	96	53*	103
Cc1ccc(NC(=O)CCNC(=O)c2ccc([N+](=O)[O-])cc2)cc1C	.	.	93	99	95	103	.	87
CCCn1c(N)c(N(CCOC)C(=O)c2cc3ccccc3cc2OC)c(=O)[nH]c1=O	0	-5	88	106	98	96	4	110
COc1ccccc1N1CCN(C2CCCN(S(=O)(=O)c3ccccc3)C2)CC1 (stereo not drawn)	-3	1	97	106	97	101	-1	101
CC(C)CNC(=O)CN(C)S(=O)(=O)c1ccc(F)cc1	3	-1	101	108	111	100	1	103
CCn1cc(C(=O)N[C@@H](CCSC)C(=O)NC(C)(C)CO)c(=O)c2cc3c(cc21)OCO3	17	5	103	111	106	107	7	94
Cc1ccc(S(=O)(=O)NN2C(=O)/C(=C/c3cccnc3)SC2=S)cc1	-17	-15	98	103	93	102	2	84

Compounds were not picked by outcome, and some 3.5% of all compounds hit somewhere here.
